TRHR PAM = allosterically enhances the human TRH receptor; TRHR cells, fluo-8 calcium fluorescence, EC20 TRH enhancement; actives 0.66% (n = 360,000); enhancement, % at 2 µM; in the data active = enhancement above about 30%; also: 0% is about no effect
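Enhancer read-out: after compound pinning and an initial kinetic agonist-mode read, an EC20 of TRH (10 nM final) was injected and fluo-8 calcium signal (Ex 480/Em 530) followed at 1 s/cycle for 100 cycles in TRHR-expressing cells.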
Anesthetic bind = candidate novel general anesthetic via apoferritin binding. AID 485281. actives 0.074% (n = 350,000). Potency, µM (titrated, usually from 77.5 µM), for inactives: at the top dose activity change, negative = displacement, actives largely listed as inhibitors. P02791. apoferritin/1-aminoanthracene competitive binding, fluorescence; also: potency is read from the fitted curve at half-maximal effect; % is scaled to controls: 0 for no effect and ±100 for the full control effect; nearly all actives have a fitted effect of over 20% in size
Target sequence (P02791 2-175 limits assumed): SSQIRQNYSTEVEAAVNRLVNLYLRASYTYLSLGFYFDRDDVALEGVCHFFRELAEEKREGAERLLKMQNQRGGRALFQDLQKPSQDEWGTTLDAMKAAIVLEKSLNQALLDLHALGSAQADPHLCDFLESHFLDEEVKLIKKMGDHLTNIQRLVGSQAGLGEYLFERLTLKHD
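Horse-spleen apoferritin (10 uM) in 50% saturated 1-aminoanthracene in PBS was incubated 10 min at room temperature with compound. Fluorescence (ex 380, em 535 nm) was normalized to free and bound 1-AMA, with concentration-response fitted by a four-parameter Hill equation.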
TRHR agonist = TRH receptor (human) agonism; P34981; TRHR cells, calcium flux fluo-8, FDSS agonist mode; activation, % at 2 µM; actives 0.18% (n = 360,000); AID 493084; in the data active = activation above about 30%; also: 0% is about no effect
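Steps: seed TRHR cells overnight; add fluo-8 no-wash Ca dye, RT 30 min–1.5 h; record 10 s baseline; pin-transfer compounds; monitor fluorescence 1 cycle/s for the agonist window. Calcium increases flag candidate agonists.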
D1 antagonist = blocks dopamine activation of the human D1 receptor | P21728 | HEK293 TREx D1 cells, calcium flux, dopamine EC80; active compounds read low | activity change, negative = inhibition, % at 10 µM | actives 3.2% (n = 360,000); in the data active = activity change below about -30%; also: % is scaled to controls: 0 for no effect and ±100 for the full control effect
Target sequence (P21728 whole entry, looked up): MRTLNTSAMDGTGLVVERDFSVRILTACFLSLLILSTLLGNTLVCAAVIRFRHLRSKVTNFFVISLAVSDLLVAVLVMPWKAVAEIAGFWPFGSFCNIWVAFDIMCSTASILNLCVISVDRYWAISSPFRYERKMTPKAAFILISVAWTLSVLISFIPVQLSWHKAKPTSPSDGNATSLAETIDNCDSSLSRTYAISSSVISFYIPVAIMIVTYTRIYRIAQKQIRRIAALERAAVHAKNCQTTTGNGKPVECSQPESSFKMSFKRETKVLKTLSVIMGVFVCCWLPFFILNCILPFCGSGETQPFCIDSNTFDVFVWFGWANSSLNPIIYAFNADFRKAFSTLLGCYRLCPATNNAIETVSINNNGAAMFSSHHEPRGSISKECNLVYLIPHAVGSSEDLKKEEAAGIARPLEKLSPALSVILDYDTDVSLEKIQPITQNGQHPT
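After overnight tetracycline induction at 30 C, force-coupled D1 HEK293 cells took up a no-wash calcium dye at room temperature. Compounds were added and monitored 180 s, and the response to EC80 dopamine was then recorded.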
D1 agonist = human D1 receptor agonism. activation, % at 2 µM. P21728. actives 1% (n = 360,000). AID 504660. HEK293 T-REx D1 cells, calcium flux, agonist mode; in the data active = activation above about 30%; also: 0% is about no effect
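Agonism was scored from calcium flux recorded over 180 s (1 read/s) after pintool compound addition, following a 10-cycle baseline. Cells were inducible force-coupled HEK293 TREx D1, plated overnight at 30 C and loaded with no-wash calcium dye.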
D2 potentiator = positive allosteric modulators of human D2 dopamine receptor | P14416 | HEK293 T-REx D2, calcium flux, EC20 dopamine potentiation | potentiation, % at 10 µM | actives 0.34% (n = 340,000);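 active = potentiation over 3 SD above the plate norm, cut at about 30% in these data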; also: 0% is about no effect
Target sequence (P14416 whole entry, looked up): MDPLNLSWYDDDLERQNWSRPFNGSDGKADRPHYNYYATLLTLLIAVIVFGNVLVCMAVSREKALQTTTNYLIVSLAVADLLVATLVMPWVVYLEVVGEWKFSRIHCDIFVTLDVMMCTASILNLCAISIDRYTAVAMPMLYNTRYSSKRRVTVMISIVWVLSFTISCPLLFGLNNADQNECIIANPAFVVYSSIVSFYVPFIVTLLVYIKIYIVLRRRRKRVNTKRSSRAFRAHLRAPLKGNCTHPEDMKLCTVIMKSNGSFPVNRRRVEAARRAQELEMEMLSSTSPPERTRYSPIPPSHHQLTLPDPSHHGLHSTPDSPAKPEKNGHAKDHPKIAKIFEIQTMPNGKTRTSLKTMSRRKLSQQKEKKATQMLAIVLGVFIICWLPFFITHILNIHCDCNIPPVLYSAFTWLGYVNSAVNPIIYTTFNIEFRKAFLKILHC
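Potentiation of an EC20 dopamine calcium response measured kinetically over 180 s, after a preceding 180 s compound-only read flagging agonists. Cells: inducible Hek293 Trex D2 line, 4000/well, cultured overnight at 30 C before dye loading.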
RXFP1 antagonist = RXFP1 (human) relaxin receptor antagonism; actives 0.59% (n = 350,000); activity change, negative = inhibition, % at 57.5 µM; Q9HBX9; HEK293-RXFP1, relaxin-stimulated cAMP HTRF, 30 min; active compounds read low;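 active = activity change of -60% or lower, but not beyond a set lower limit; inconclusive = change between -60% and -40%, or beyond the set limit; inactive = change above -40%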; also: % is scaled to controls: 0 for no effect and ±100 for the full control effect
RXFP1 ag = activates the human relaxin receptor RXFP1 | actives 0.3% (n = 370,000) | Potency, µM (titrated, usually from 57.5 µM), for inactives: at the highest dose activation, most hits filed as activators | Q9HBX9 | HEK293T-RXFP1 cAMP TR-FRET, 30 min; response scale: percent of porcine relaxin response, buffer zero; also: potency is read from the fitted curve at half-maximal effect; % is scaled to controls: 0 for no effect and ±100 for the full control effect; nearly all actives have a fitted effect of over 60% in size; many of its hits are not listed in these tables
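cAMP rise read by TR-FRET after 30 min, 37C compound exposure (up to 58 uM) in RXFP1-transfected HEK293 cells with Ro 20174 present. EC50 from Hill-equation fits, with 29 nM porcine relaxin as 100% and buffer as basal.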
D1 potentiator = enhances dopamine response at the human D1 receptor | P21728 | HEK293 TREx D1 cells, calcium flux, dopamine EC20 potentiation | potentiation, % at 10 µM | actives 0.036% (n = 360,000); in the data active = potentiation above about 30%; also: 0% is about no effect
Starred values were filed as active, the others as inactive. Unless noted, calls follow the shape of the dose curve; as a rule, active = well fitted curve in the direction sought with a large enough effect; inconclusive = small, poorly fitted or top-dose-only effect, or another doubt; inactive = no such curve, though single readings can be large; an effect the other way counts as inactive or inconclusive.

Start of the listing, in advance:
How did Cc1cc2cc(C)c3nnc(SCC(=O)Nc4ccc(S(=O)(=O)N5CCCCC5C)cc4)n3c2cc1C (stereo unspecified) do in these assays?
TRHR PAM: 3; Anesthetic bind: 8%; TRHR agonist: -0.2; D1 antagonist: -1; D1 agonist: 2; D2 potentiator: 9; RXFP1 antagonist: -1; RXFP1 ag: 0.7%; D1 potentiator: 10

What do the screens show for `Cc1nc2ccc(NC(=O)c3ccc(Cl)c(NC(=O)c4cccs4)c3)cc2s1`?
TRHR PAM: 2; Anesthetic bind: -23%; TRHR agonist: -0.5; D1 antagonist: -9; D1 agonist: 1; D2 potentiator: 3; RXFP1 antagonist: -5; RXFP1 ag: 4.5%; D1 potentiator: 1

Main list, previewed entries included:
How did Cc1cc2cc(C)c3nnc(SCC(=O)Nc4ccc(S(=O)(=O)N5CCCCC5C)cc4)n3c2cc1C (stereo unspecified) do in these assays?
TRHR PAM: 3; Anesthetic bind: 8%; TRHR agonist: -0.2; D1 antagonist: -1; D1 agonist: 2; D2 potentiator: 9; RXFP1 antagonist: -1; RXFP1 ag: 0.7%; D1 potentiator: 10

What do the screens show for `Cc1nc2ccc(NC(=O)c3ccc(Cl)c(NC(=O)c4cccs4)c3)cc2s1`?
TRHR PAM: 2; Anesthetic bind: -23%; TRHR agonist: -0.5; D1 antagonist: -9; D1 agonist: 1; D2 potentiator: 3; RXFP1 antagonist: -5; RXFP1 ag: 4.5%; D1 potentiator: 1

How did CCc1cccc(C)c1NC(=O)C1CCCN(S(=O)(=O)c2cccc3nsnc23)C1 (stereo unspecified) do in these assays?
TRHR PAM: 7; Anesthetic bind: -11%; TRHR agonist: -0.2; D1 antagonist: -6; D1 agonist: -2; D2 potentiator: 4; RXFP1 ag: -0.2%; D1 potentiator: 1

What do the screens show for `CCCc1nc2oc3c(=O)[nH]cnc3c2c2c1COC(C)(C)C2`?
TRHR PAM: 10; Anesthetic bind: -4%; TRHR agonist: -0.4; D1 antagonist: -9; D1 agonist: 0; D2 potentiator: -3; RXFP1 antagonist: 12; RXFP1 ag: inconclusive; D1 potentiator: -4

Results for Cc1ccc(C)c(S(=O)(=O)N2CCCC2CNC(=O)C(=O)NCc2cccs2)c1 (stereo unspecified) ?
TRHR PAM: 0; TRHR agonist: -0.1; D1 antagonist: 3; D1 agonist: 4; D2 potentiator: -3; RXFP1 antagonist: -11; RXFP1 ag: 0.4%; D1 potentiator: 0

What do the screens show for `CCc1noc(C)c1C(=O)NNC(=O)c1nn(CC)c(=O)c2ccccc12`?
TRHR PAM: 4; TRHR agonist: -0.2; D1 antagonist: 7; D1 agonist: 1; D2 potentiator: -1; RXFP1 antagonist: -1; RXFP1 ag: 7.7%; D1 potentiator: -10

Results for CC(NC1CCCC1)C(=O)Nc1ccccc1-c1ccccc1 (stereo unspecified) ?
TRHR PAM: -3; Anesthetic bind: inconclusive; TRHR agonist: -1.1; D1 antagonist: 2; D1 agonist: 3; RXFP1 antagonist: 19; RXFP1 ag: 5.1%; D1 potentiator: -4

Results for COc1ccc(NC(=O)C(NC(=O)c2ccc(=O)[nH]c2)c2ccc(OC)cc2)cc1 (stereo unspecified) ?
TRHR PAM: 13; Anesthetic bind: 3%; TRHR agonist: 1.2; D1 antagonist: -3; D1 agonist: 0; D2 potentiator: 7; RXFP1 antagonist: 8; RXFP1 ag: 3.6%; D1 potentiator: -2

How did O=S(=O)(Nc1cc(F)ccc1F)c1ccc2[nH]c3c(c2c1)CCCCC3 do in these assays?
TRHR PAM: 3; Anesthetic bind: -4%; TRHR agonist: 0.3; D1 antagonist: 2; D1 agonist: 7; D2 potentiator: 16; RXFP1 antagonist: -10; RXFP1 ag: 0.6%; D1 potentiator: 2

How did COc1cccc(CN(C)C(=O)CN2C(=O)NC(c3ccccc3)(c3ccccc3)C2=O)c1 do in these assays?
TRHR PAM: 5; TRHR agonist: 0.3; D1 antagonist: -4; D1 agonist: 6; D2 potentiator: 4; RXFP1 antagonist: 1; RXFP1 ag: 3.7%; D1 potentiator: -3

What do the screens show for `CCc1nnc(NC(=O)c2ccc(COc3ccccc3Cl)o2)s1`?
TRHR PAM: 4; Anesthetic bind: -7%; TRHR agonist: 0.1; D1 antagonist: -18; D1 agonist: 5; D2 potentiator: -2; RXFP1 antagonist: -12; RXFP1 ag: 0.0%; D1 potentiator: -5

How did Cc1cnc([N+](=O)[O-])n1CCOC(=O)NC(=O)c1ccccc1 do in these assays?
TRHR PAM: 1; Anesthetic bind: -11%; TRHR agonist: 0.3; D1 antagonist: 17; D1 agonist: 4; D2 potentiator: 6; RXFP1 antagonist: 3; RXFP1 ag: -0.3%; D1 potentiator: 1

Results for O=C(/C=C/c1cn(CC(O)CN2CCCCCC2)c2ccccc12)c1ccc(Br)cc1 (stereo unspecified) ?
TRHR PAM: 5; Anesthetic bind: -7%; TRHR agonist: 7.0; D1 antagonist: -3; D1 agonist: 45*; D2 potentiator: -4; RXFP1 ag: 2.7%; D1 potentiator: -5

Results for O=C(c1ccccc1)N1CCN(C(=O)c2cc3ccccc3oc2=O)CC1 ?
TRHR PAM: 7; Anesthetic bind: 2%; TRHR agonist: -0.3; D1 antagonist: -22; D1 agonist: 3; D2 potentiator: -1; RXFP1 antagonist: -5; RXFP1 ag: 0.5%; D1 potentiator: -4

What do the screens show for `Cc1cc(C(=O)COC(=O)COc2ccc(C#N)cc2)c(C)n1C1CC1`?
TRHR PAM: 5; TRHR agonist: -0.2; D1 antagonist: 7; D1 agonist: 12; D2 potentiator: 8; RXFP1 antagonist: 3; RXFP1 ag: -0.7%; D1 potentiator: -9

What do the screens show for `CCN(CC)C(=O)C1CCCN(c2ncnc3onc(C)c23)C1` (stereo unspecified)?
TRHR PAM: 3; Anesthetic bind: -11%; TRHR agonist: 0.2; D1 antagonist: -14; D1 agonist: 9; RXFP1 antagonist: -4; RXFP1 ag: 6.3%; D1 potentiator: -3

Results for COc1ccc(CCNC(=O)c2c(Cl)ccc(Cl)c2OC)cc1OC ?
TRHR PAM: 0; Anesthetic bind: -12%; TRHR agonist: 0.2; D1 antagonist: 7; D1 agonist: 5; RXFP1 antagonist: 2; RXFP1 ag: 0.2%; D1 potentiator: -2

What do the screens show for `CCS(=O)(=O)C1=NN2C(=N)/C(=C\c3ccc(OC(=O)c4ccco4)cc3)C(=O)N=C2S1`?
TRHR PAM: 0; Anesthetic bind: -10%; TRHR agonist: 0.3; D1 antagonist: -4; D1 agonist: 3; D2 potentiator: -4; RXFP1 antagonist: 5; RXFP1 ag: -0.2%; D1 potentiator: 2

How did O=C(CNCc1cccnc1)Nc1cc(C(F)(F)F)ccc1N1CCOCC1 do in these assays?
TRHR PAM: -4; Anesthetic bind: 5%; TRHR agonist: 0.2; D1 antagonist: -9; D1 agonist: 2; D2 potentiator: -8; RXFP1 antagonist: 4; RXFP1 ag: 2.7%; D1 potentiator: -4

How did COCCNc1nc(SC)nc2sc3c(c12)CCN(C)C3 do in these assays?
TRHR PAM: 10; Anesthetic bind: -1%; TRHR agonist: 0.9; D1 antagonist: -1; D1 agonist: 1; D2 potentiator: 1; RXFP1 antagonist: 3; RXFP1 ag: 16%; D1 potentiator: -1

How did Cc1cc(C)c(C#N)c(Sc2nnnn2-c2ccccc2)n1 do in these assays?
TRHR PAM: -7; Anesthetic bind: -13%; TRHR agonist: 0.0; D1 antagonist: -6; D1 agonist: -1; D2 potentiator: -5; RXFP1 ag: 1.0%; D1 potentiator: -10

What do the screens show for `Cc1ccc(Cl)cc1NC(=O)CSc1ccc(C(=O)O)cn1`?
TRHR PAM: -2; Anesthetic bind: -1%; TRHR agonist: -0.5; D1 antagonist: -7; D1 agonist: 9; D2 potentiator: 9; RXFP1 antagonist: -4; RXFP1 ag: 4.1%; D1 potentiator: -1

How did CCCc1[nH]n(-c2nc3ccccc3s2)c(=O)c1C=NCCN1CCOCC1 do in these assays?
TRHR PAM: -3; Anesthetic bind: -6%; TRHR agonist: 0.9; D1 antagonist: 3; D1 agonist: 5; RXFP1 antagonist: 4; RXFP1 ag: -0.3%; D1 potentiator: -3

How did Cc1ncc(CSc2ccc(Cl)cc2)c(CO)c1O do in these assays?
TRHR PAM: -2; Anesthetic bind: -1%; TRHR agonist: -1.1; D1 antagonist: 0; D1 agonist: -1; D2 potentiator: -23; RXFP1 antagonist: 8; RXFP1 ag: 1.7%; D1 potentiator: 3

What do the screens show for `CN(C)/C=C(\C#N)S(=O)(=O)c1ccc(Cl)cc1`?
TRHR PAM: -3; Anesthetic bind: 5%; TRHR agonist: 0.2; D1 antagonist: -14; D1 agonist: 1; D2 potentiator: 8; RXFP1 antagonist: 1; RXFP1 ag: 0.3%; D1 potentiator: -16

How did COc1ccc(NC(=O)c2cc(-c3ccc(C)cc3O)n[nH]2)c(OC)c1 do in these assays?
TRHR PAM: -1; Anesthetic bind: -1%; TRHR agonist: 0.0; D1 antagonist: -27; D1 agonist: 2; D2 potentiator: 4; RXFP1 antagonist: -8; RXFP1 ag: -0.1%; D1 potentiator: 4

How did Cc1noc(C)c1-c1ccc2ncnc(NCC3CCCCN3C)c2c1 (stereo unspecified) do in these assays?
TRHR PAM: -2; Anesthetic bind: -6%; TRHR agonist: -0.2; D1 agonist: 0; D2 potentiator: 2; RXFP1 ag: 5.4%; D1 potentiator: -1

How did COc1ccc2c(CSc3nnc(-c4cccnc4)n3-c3ccccc3F)cc(=O)oc2c1 do in these assays?
TRHR PAM: -5; Anesthetic bind: 6%; TRHR agonist: -0.1; D1 antagonist: -6; D1 agonist: 1; D2 potentiator: 21; RXFP1 antagonist: 5; RXFP1 ag: 0.0%; D1 potentiator: 2

How did CCN(C(=O)Cn1c(=O)n(Cc2ccc3c(c2)OCO3)c(=O)c2ccc(C(=O)NC3CCCCC3)cc21)c1cccc(C)c1 do in these assays?
TRHR PAM: -2; Anesthetic bind: inconclusive; TRHR agonist: 1.3; D1 antagonist: -54*; D1 agonist: 7; D2 potentiator: -4; RXFP1 ag: 2.4%; D1 potentiator: -2

Results for CCn1nc(C)cc1C(=O)Sc1cccc(Br)c1 ?
TRHR PAM: -8; Anesthetic bind: -5%; TRHR agonist: 0.3; D1 antagonist: -18; D1 agonist: 2; D2 potentiator: -6; RXFP1 antagonist: -16; RXFP1 ag: 0.1%; D1 potentiator: -8

How did COc1ccc(NC(=O)CSc2nc3sc(C)cc3c(=O)n2C)cc1 do in these assays?
TRHR PAM: 2; Anesthetic bind: -3%; TRHR agonist: 0.4; D1 antagonist: -34*; D1 agonist: 5; D2 potentiator: -1; RXFP1 antagonist: 1; RXFP1 ag: 5.7%; D1 potentiator: -4

Only part of the results is shown (hit frequency here may not be typical).
